Screening results deposited in PubChem by National Center for Advancing Translational Sciences (NCATS).
Vif-APOBEC3G blk: qHTS for Inhibitors of Vif-A3G Interactions: qHTS. AID 602310, 2012. Potency, µM (titrated, usually from 46.1 µM), for inactives: top-dose activity, negative = active, usual class: inhibitors. hit rate 0.076% among 410,000. HeLa A3G-eYFP + Vif (tagged APOBEC3G with the HIV-1 protein that degrades it), YFP fluorescence, overnight;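 note: potency is the fitted concentration of half-maximal effect; % is set by controls: 0 for no effect and ±100 for the full control effect; nearly all actives have a fitted effect of over 60% in size; hits raise eYFP signal because A3G escapes Vif-driven loss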
Target sequence (Q9HC16 whole entry, looked up): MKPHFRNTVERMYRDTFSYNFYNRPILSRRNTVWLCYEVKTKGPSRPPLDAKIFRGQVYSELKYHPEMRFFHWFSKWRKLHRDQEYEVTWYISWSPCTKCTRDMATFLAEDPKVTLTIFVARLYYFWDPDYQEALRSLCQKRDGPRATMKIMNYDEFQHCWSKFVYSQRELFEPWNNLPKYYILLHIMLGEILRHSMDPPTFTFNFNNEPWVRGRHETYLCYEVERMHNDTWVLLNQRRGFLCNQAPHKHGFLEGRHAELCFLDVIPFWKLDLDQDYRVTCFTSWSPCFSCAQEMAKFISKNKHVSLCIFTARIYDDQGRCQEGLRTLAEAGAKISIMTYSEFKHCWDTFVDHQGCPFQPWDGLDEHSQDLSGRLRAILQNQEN
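Read-out is eYFP fluorescence (Ex 488/Em 500-530) from Vif-expressing HeLa A3G-eYFP cells; more signal means A3G escaped Vif-mediated degradation. Cells plated overnight, compound pinned in, incubated overnight at 37 deg C.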
LDHA inh: qHTS assay for inhibitors of human lactate dehydrogenase. L-lactate dehydrogenase A chain (Homo sapiens), P00338. purified LDHA, NADH/diaphorase-resazurin fluorescence; stronger effect = lower value. activity change, % (values are at about 110 or 230 µM). hit rate 0.15% among 480,000. AID 1347041, 2019; in the data active = activity change below about -30%; inconclusive = mostly about -25% to -30%;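 note: plate controls were DMSO wells for no effect and wells without enzyme for full effect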
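LDH5 2 nM; NADH 0.06 mM, pyruvate 0.2 mM; 200 mM Tris pH 7.4, EDTA, Tween-20; 5 min RT. Detection: diaphorase 0.133 mg/mL + resazurin 37 µM, fluorescence ex540/em590 at 0 and 20 min; normalized to enzyme-free and DMSO wells.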
mIDH1 inhibitor: qHTS for Inhibitors of mutant isocitrate dehydrogenase 1 (IDH1): qHTS; hit rate 0.093% among 390,000; Potency, µM (titrated, usually from 76.6 µM), inactives show at the top dose activity change, negative = inhibition, most hits filed as inhibitors; IDH1-R132H enzyme, NADPH consumption, diaphorase/resazurin fluorescence; Isocitrate dehydrogenase [NADP] cytoplasmic (Homo sapiens), O75874; AID 602179, 2012; note: potency is the fitted concentration of half-maximal effect; % is set by controls: 0 for no effect and ±100 for the full control effect; nearly all actives have a fitted effect of over 65% in size
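IDH1-R132H (0.5 ug/mL) preincubated 30 min with compound, then NADPH (0.016 mM) and alpha-KG (2 mM) added; 80 min at RT, pH 7.5. Remaining NADPH coupled via diaphorase/resazurin to fluorescence (540/590 nm); concentration-response curves normalized to no-enzyme control.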
GRP78 ERSR act: qHTS for Inducers of the Endoplasmic Reticulum Stress Response (ERSR) in Human Glioma: qHTS; U87-MG GRP78 promoter luciferase reporter, 16 h; Potency, µM, for the others: top-dose activation, actives largely listed as activators; hit rate 0.02% among 420,000; note: potency is the fitted concentration of half-maximal effect; series mostly up to about 76 µM; % of control where 0% means no effect; nearly all actives have a fitted effect of over 35% in size
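Stably transfected U87-MG human glioma cells carrying a GRP78-based luminescent sensor were seeded at 1000 cells/well, pin-dosed with compounds and incubated 16 h. Luciferase reagent was then added, and end-point luminescence was read after 10 min at room temperature.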
USP1 inh: Inhibitors of USP1/UAF1: Primary Screen | Ubiquitin carboxyl-terminal hydrolase 1 (Homo sapiens), O94782 | recombinant USP1/UAF1, Ub-Rhodamine cleavage fluorescence | Potency, µM (top dose mostly 57.1 µM), inactives show top-dose activity change, negative = inhibition, most hits filed as inhibitors | hit rate 0.23% among 390,000; note: potency is the fitted concentration of half-maximal effect; % is set by controls: 0 for no effect and ±100 for the full control effect; nearly all actives have a fitted effect of over 60% in size; inactives centre near -12
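Step one: compound is pinned into 1nM USP1/UAF1 in HEPES pH 7.8 buffer with TCEP. Step two: 15 min room-temperature incubation. Step three: Ub-Rho (150nM final) starts cleavage, tracked by fluorescence over six one-minute reads.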
TrxR1 substrate: qHTS Assay for Substrates of Mammalian Selenoprotein Thioredoxin Reductase 1 (TrxR1): qHTS. Potency, µM (highest dose often 114 µM), for inactives: at the top dose activity change, negative = substrate turnover. Thioredoxin reductase 1, cytoplasmic (Rattus norvegicus), O89049. hit rate 0.01% among 390,000. purified TrxR1 substrate turnover, NADPH consumption readout. AID 588456, 2011; note: potency is the fitted concentration of half-maximal effect; % is set by controls: 0 for no effect and ±100 for the full control effect; nearly all actives have a fitted effect of over 50% in size
Target sequence (O89049 whole entry, looked up): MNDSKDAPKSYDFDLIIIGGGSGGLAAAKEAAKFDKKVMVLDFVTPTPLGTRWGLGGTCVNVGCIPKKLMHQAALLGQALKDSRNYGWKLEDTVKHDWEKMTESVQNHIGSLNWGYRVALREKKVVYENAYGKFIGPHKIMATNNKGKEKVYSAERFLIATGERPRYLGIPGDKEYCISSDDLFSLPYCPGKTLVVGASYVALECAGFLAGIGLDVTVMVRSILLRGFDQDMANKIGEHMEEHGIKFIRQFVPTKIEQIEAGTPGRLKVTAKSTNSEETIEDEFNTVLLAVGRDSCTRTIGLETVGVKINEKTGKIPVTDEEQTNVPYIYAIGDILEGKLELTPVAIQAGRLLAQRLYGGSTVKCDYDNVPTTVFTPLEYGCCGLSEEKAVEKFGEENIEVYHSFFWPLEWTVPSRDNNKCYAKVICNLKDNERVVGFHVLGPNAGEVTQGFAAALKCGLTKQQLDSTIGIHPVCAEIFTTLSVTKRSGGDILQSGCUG
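Rat TrxR1, dispensed at 90 nM, was prereduced with 400 uM NADPH (final) for 5 min at ~22 deg C, then incubated with compound 15 min before 400 uM selenite. A first-read NADPH fluorescence drop versus no-compound background flagged substrates.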
TrxR1 inh: qHTS Assay for Inhibitors of Mammalian Selenoprotein Thioredoxin Reductase 1 (TrxR1): qHTS; recombinant rTrxR1, NADPH fluorescence consumption, selenite substrate; Potency, µM (highest dose often 114 µM), for inactives: at the highest dose activity change, negative = inhibition, actives largely listed as inhibitors; hit rate 1% among 390,000; AID 588453, 2011; note: potency is the fitted concentration of half-maximal effect; % is set by controls: 0 for no effect and ±100 for the full control effect; nearly all actives have a fitted effect of over 65% in size
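Rat TrxR1 (90 nM in the dispensed reagent) was pre-reduced with 400 uM NADPH for 5 min at room temperature, then incubated with compound for 15 min. After 400 uM selenite was added, NADPH fluorescence (Ex 340/Em 450 nm) was followed for 8 min.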
RGS4 inhibitor: Inhibitors of Regulator of G Protein Signaling (RGS) 4: qHTS | Regulator of G-protein signaling 4 (Homo sapiens), P49798 | Transcreener GDP fluorescence polarization, RGS4-accelerated GTP hydrolysis | Potency, µM (top dose mostly 114 µM), inactives show top-dose activity change, negative = inhibition, hits mostly inhibitors | hit rate 0.039% among 390,000 | AID 504845, 2011; note: potency is the fitted concentration of half-maximal effect; % is set by controls: 0 for no effect and ±100 for the full control effect; nearly all actives have a fitted effect of over 75% in size; some results filed as inactive show a strong effect at the top dose
Target sequence (P49798 whole entry, looked up): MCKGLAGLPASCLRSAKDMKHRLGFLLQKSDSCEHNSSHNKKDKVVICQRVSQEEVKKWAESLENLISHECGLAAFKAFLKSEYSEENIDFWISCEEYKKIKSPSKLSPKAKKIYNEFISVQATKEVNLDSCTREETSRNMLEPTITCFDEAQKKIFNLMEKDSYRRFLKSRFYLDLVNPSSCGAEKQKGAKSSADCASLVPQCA
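MLSMR compounds (23 nl, pin-transferred) preincubated 10 min at room temperature with a 500nM (2x) first reagent, then RGS4 at 900nM (2x) plus Transcreener GDP mix added; fluorescence polarization (620/688 nm) read before and after 90 min at 30 °C.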
Vif-APOBEC3F blk: qHTS for Inhibitors of Vif-A3F Interactions: qHTS; HeLa A3F-eYFP + Vif (tagged APOBEC3F with the HIV-1 protein that degrades it), YFP fluorescence increase; Potency, µM (series often up to 46.1 µM), without a hit: at the top dose activity, negative = active; hit rate 0.2% among 390,000; AID 602313, 2012; note: potency is the fitted concentration of half-maximal effect; % of control where 0% means no effect; nearly all actives have a fitted effect of over 65% in size
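HeLa cells stably expressing Vif plus C-terminally eYFP-tagged A3F were seeded, incubated overnight at 37 deg C, dosed with compound, incubated overnight again at 37 deg C. Yellow fluorescence (Ex 488/Em 500-530) reported blocked Vif-mediated A3F-eYFP degradation.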
* marks the source's active call; other numbers are inactive results; u = inconclusive; x = no result given; & = joins results of further samples; [ ] = dose if it differs, or a comment. Unless noted, calls come from the whole dose curve; as a rule, active = well fitted curve in the direction sought with a large enough effect; inconclusive = small, poorly fitted or top-dose-only effect, or another doubt; inactive = no such curve, though single readings can be large; an effect the other way counts as inactive or inconclusive. This is a subset. The share of hits here may be higher or lower than overall.

SMILES	Vif-APOBEC3G blk	LDHA inh	mIDH1 inhibitor	GRP78 ERSR act	USP1 inh	TrxR1 substrate	TrxR1 inh	RGS4 inhibitor	Vif-APOBEC3F blk
O=C(N/N=C/c1cccc(F)c1)c1c(O)c2ccccc2[nH]c1=O	0%	0	3%	-3%	-17%	0%[57.1 µM]	14%[57.1 µM]	-6%	-17%
CC(C)CN(CC(C)C)c1ccc(/C=C/c2nc3ccccc3s2)cc1	2%	-5	x	-1%	x	3%	65%[activator]	x	x
COc1ccc(OC)c2sc(N(Cc3cccnc3)C(=O)c3ccc(C(C)=O)cc3)nc12	-7%	-2	2%	-3%	u	-7%[57.1 µM]	10%[57.1 µM]	-9%	1%
O=C(Nc1cccc(O)c1)c1ccc(Br)cc1	-3%	-4	8%	3%	-13%	8%	20%	-10%	-8%
O=C(N/N=C/c1ccc(Br)o1)c1cc([N+](=O)[O-])cc([N+](=O)[O-])c1	-8%	-1	3%	0%	-1%	-5%	10%	-4%	-5%
COc1ccccc1NC(=O)c1ccc(S(=O)(=O)NCc2ccco2)cc1	0%	-3	4%	-2%	-13%	2%[57.1 µM]	0%[57.1 µM]	-11%	4%
Cc1ccc(CSCCNC(=O)CN(c2cc(C)ccc2C)S(C)(=O)=O)cc1	0%	-14	0%	-7%	-3%	-10%	3%	10%	11%
CC(C)(C)n1ncc2c(=O)n(Cc3ccc(C#N)cc3F)cnc21	-2%	x	x	-4%	x	-1%	13%	x	x
CC(C)NCC(O)COC1C2CC3CC(C2)CC1C3 (stereo not drawn)	9%	-4	2%	-5%	-11%	-3%	-4%	-14%	7%
Nc1nc(SCCOc2ccccc2)n[nH]1	5%	-13	13%	0%	2%	6%[57.1 µM]	24%[57.1 µM]	33%	6%
CN(C(=O)COC(=O)COc1ccc(Cl)cc1Cl)c1c(N)n(Cc2ccccc2)c(=O)[nH]c1=O	1%	-3	10%	-2%	-11%	-8%	-7%	-31%	8%
CCCC1CC(C)(C(=O)CSc2n[nH]c(-c3ccccc3)n2)OC1=O (stereo not drawn)	2%	-4	2%	-4%	-8%	0%	-5%	u	0%
COC(=O)/C=C/c1ccc(-n2cncn2)cc1	-10%	-3	-5%	-2%	-17%	1%	15%	-16%	-20%
C/C=C/Cn1c(SCCCc2ccccc2)nc2c1c(=O)[nH]c(=O)n2C	4%	0&-5	1%	-3%	-14%	-3%[57.1 µM]	10%	-17%	-2%
CN(C(=O)c1ccno1)c1nnc(-c2cccnc2)s1	0%	2	3%	-3%	-15%	4%	-1%	7%	-4%
OC(COc1ccc2ccccc2c1Br)Cn1cnc(-c2ccccc2)c1 (stereo not drawn)	-23%	0	5%	2%	-20%	1%	14%	7%	2%
O=C(Oc1cc2oc(=O)cc(-c3ccccc3)c2cc1Cl)C1CCCCC1	5%	-2	-5%	-2%	-20%	9%	7%[57.1 µM]	0%	3%
COC(=O)[C@H](Cc1ccccc1)NC(=O)Cn1cnc(C(=O)Nc2ccc(C)c(C)c2)n1	-1%	4	-11%	0%	-17%	-3%	12%	-13%	8%
COc1ccc(-c2cn[nH]c2-c2ccc(OCC(=O)NN)cc2O)cc1	-1%	-1	0%	-5%	-21%	-4%	0%	-12%	2%
Cc1ccc2[nH]c(=O)c(CN(C)S(=O)(=O)c3cccc4nonc34)cc2c1	3%	-3	1%	-3%	-22%	-5%	-1%	-15%	u
COc1ccc(OCc2nnc(SCC(=O)Nc3ccccc3Cl)o2)cc1	-5%	-4	5%	2%	-13%	11%[57.1 µM]	36%[activator][57.1 µM]	-20%	5%
CNC(=S)N/N=C/C1=CCC2CC1C2(C)C (stereo not drawn)	2%	4	10%	-4%	-17%	4%	3%	-43%	-48%
Cc1cccc(N2CCN(C(=O)c3cc(COc4ccc(F)c(F)c4)on3)CC2)n1	0%	-1	-5%	5%	u	-2%	6%	0%	3%
Cc1cccc(C)c1NC(=O)Cn1c(=O)n(Cc2ccccc2Cl)c(=O)c2cccnc21	-2%	-6	-12%	-2%	-22%	25%	49%[activator]	2%	5%
COc1cc(CN(CCc2c(C)[nH]c3ccc(C)cc23)C(=S)NC(C)(C)C)cc(OC)c1OC	4%	-6	-5%	-2%	-16%	-1%	-6%	26%	-7%
O=C(NNC(=O)c1cccc(Br)c1)C(=O)N1CCCCC1	0%	-1	1%	-5%	-15%	5%	19%	5%	1%
Cc1ccc(CNCC(=O)Nc2cccc(S(=O)(=O)NC3=NCCCCC3)c2)cc1	-3%	-6	-1%	-3%	-16%	0%	-1%	16%	1%
O=C1/C(=C/c2ccccc2)NC(=S)N1C(c1ccccc1)c1ccccc1	u	-1	3%	-4%	-27%	-4%	-10%	-19%	-5%
Cn1nnnc1SCc1nnc(-c2ccc(Cl)cc2)o1	1%	1	1%	0%	-11%	0%	-4%	-18%	8%
CCOc1ccccc1CNC(=O)Cn1ncn2nc(-c3cccs3)cc2c1=O	5%	2	19%	-3%	-18%	0%	11%	5%	6%
Cc1cccc(NC(=O)c2ccccc2NC(=O)C(C)(C)C)n1	1%	-3	3%	-5%	5%	-6%	21%	6%	x
CN(NC(=O)c1ccc(Cl)cc1)c1nc(-c2ccccc2)nnc1C(F)(F)F	-8%	-8	-5%	-6%	-9%	6%[57.1 µM]	19%[57.1 µM]	14%[11.4 µM]	5%
CCN(Cc1ccccc1)S(=O)(=O)c1cc(C(=O)Nc2cc(Cl)cc(Cl)c2)ccc1F	11%	-3	-8%	-3%	-12%	-1%[57.1 µM]	28%[57.1 µM]	-9%	0%
COc1ccc(NC(=O)Nc2c(SC)nsc2SC)cc1	-1%	-7	-6%	-3%	3%	3%[57.1 µM]	12%[57.1 µM]	u	10%
COc1cc(C=O)ccc1OCCCOc1ccccc1[N+](=O)[O-]	1%	-3	1%	4%	-13%	-11%	-8%	-2%	2%
CC1(C)C2CCC1(CS(=O)(=O)Nc1ccc(S(=O)(=O)NC3CCCCC3)cc1)C(=O)C2 (stereo not drawn)	-1%	3	5%	-6%	-11%	-10%	-2%	-51%	2%
CC(C)CN(C(=O)CC1CCCC1)c1c(N)n(Cc2ccccc2)c(=O)[nH]c1=O	-1%	-13	-10%	-4%	-16%	2%	1%	7%	-3%
Cc1nc2sccn2c(=O)c1S(=O)(=O)N1CCN(c2ccccc2)CC1	1%	-4	1%	-3%	-8%	1%[57.1 µM]	11%[57.1 µM]	7%	2%
O=C(CSc1n[nH]c(-c2ccccc2Cl)n1)N1CCN(c2ccc(F)cc2)CC1	8%	-3	8%	-4%	u	-3%[57.1 µM]	11%[57.1 µM]	12%	10%
CCNC(=S)N1CCN(S(=O)(=O)c2ccc(C)cc2)CC1	1%	-2	14%	-5%	-9%	1%[57.1 µM]	15%[57.1 µM]	12%	-5%
Cn1c(=O)c2[nH]c(-c3ccccc3Cl)c(O)c2n(C)c1=O	0%	0	2%	0%	-20%	18%[57.1 µM]	18%[57.1 µM]	-1%	u
Cc1cc(C)nc(N2CCN(C(=O)c3ccc(S(=O)(=O)N4CCCCCC4)cc3)CC2)n1	2%	-7	-2%	-4%	-15%	-6%[57.1 µM]	15%[57.1 µM]	13%	12%
O=C(Cn1c(NCCCO)nc2ccccc21)c1ccc(Cl)cc1Cl	-5%	-1	6%	-3%	-1%	2%	4%	-11%	-6%
COc1ccc(C(=O)c2sc3nc(C)cc(-c4cccs4)c3c2N)cc1	13µM*	-2	-3%	-3%	u	0%	27%	-1%	22µM*
O=C(Nc1ccc(F)cc1F)c1sccc1SCc1cccc(C(F)(F)F)c1	-2%	4	6%	-5%	-19%	18%	28%	-6%	1%
O=C(Nc1ccc(/C=C/c2nc3ccccc3o2)cc1)c1cccc(C(F)(F)F)c1	-22%	-3	-4%	12%	-8%	2%	u	-5%	-2%
CCOC(=O)c1c(NC(=O)COc2ncnc3sccc23)sc2c1CCC2	1%	-10	1%	1%	-13%	11%	19%	-7%	-9%
COc1cc(OC)cc(C(=O)NNC(=O)c2cc(S(=O)(=O)N3CCOCC3)ccc2F)c1	u	-1	1%	-1%	-2%	-10%	2%	22%	-2%
CC(=O)Nc1ccc(NC(=O)C/C(C)=N/NC(=O)C(=O)Nc2ccc(C)c(Cl)c2)cc1	5%	-8	-5%	-4%	-6%	-3%	u	14%	-13%
